F508del corr = CFTR F508del correction in bronchial cells; CFBE cells, YFP halide quenching; stimulated with forskolin plus potentiator P3; % fluorescence drop versus neutral controls; activity (quench increase), % at 7.58 µM; 350,000 tested, 0.36% active;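 active = mean added fluorescence quench of at least 8% versus neutral control, with both replicates also reaching 8%; inconclusive = only one of the mean or replicate conditions met; inactive = mean below 8% and not both replicates reaching 8%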;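 also: cells transiently co-express mutant CFTR-F508del with the halide-sensitive YFP; corrector assay measuring rescue of mutant channel to the surface after 24 h compound exposure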
SIRT5 inh = blocks human SIRT5 desuccinylation of peptide; Q9NXA8; Purified SirT5, succinyl-peptide AMC, trypsin-coupled fluorescence; inhibition, % at 15 µM; 330,000 tested, 1.1% active; in the data active = inhibition above about 15%; inconclusive = no clear call, values can overlap the other calls
CASP6 VEID inh = blocks human caspase-6 cleavage activity. 350,000 tested, 0.53% active. P55212. purified caspase-6, Z-VEID-R110 cleavage fluorescence. inhibition, % at 12.5 µM. AID 686996;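 active = mean inhibition across replicates at least about 35%, with every replicate also reaching that limit, limit read from the data; inconclusive = only one of the two criteria met; inactive = neither criterion met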;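 also: 0% = median of neutral control wells and 100% = no fluorescence left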
ERp5 block = ERp5 (human) disulfide isomerase inhibition | 350,000 tested, 0.05% active | inhibition, % at 9.99 µM | AID 651711 | ERp5 insulin aggregation, absorbance 650 nm, 90 min;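 active = mean replicate inhibition above about 25%, with every replicate also reaching it, limit read from the data, passing the limit was not always enough; inconclusive = only one of those two criteria met; inactive = neither criterion met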
DENV2 CPE = DENV2-induced cell death inhibition; DENV2-infected cells, cytopathic effect rescue, plate reader; CPE inhibition, % at 9.99 µM; 350,000 tested, 1.7% active; in the data active = CPE inhibition above about 20%, passing the limit was not always enough; inconclusive = no clear call, values can overlap the other calls; tested in BHK-21 cells;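 also: 0% = median of neutral control wells and 100% = median of positive control wells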
miR-122 sensor = inhibitors of miR-122 in Huh7 cells; 340,000 tested, 0.3% active; Huh7 miR-122 Renilla luciferase sensor, 48 h; neutral wells = 0, positive control = 100; AID 602342; activation (reporter increase), % at 12.5 µM;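 active = mean replicate activation score at least 90 and every replicate individually at or above 90; inconclusive = only one of the two criteria met; inactive = neither criterion met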;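 also: higher luciferase means less miR-122 activity so hits act as miR-122 inhibitors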
ERAP1 inh = inhibitors of human ERAP1 aminopeptidase; Q9NZ08; recombinant ERAP1, Leu-AMC fluorescence, 60 min; inhibition, % at 10.7 µM; 340,000 tested, 0.15% active;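 active = mean replicate inhibition of at least 30%, or all replicates individually reaching that 30% level; inactive = mean below 30% and not every replicate reaching it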;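 also: 0% = neutral control wells and 100% = L-leucinethiol positive control wells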
Target sequence (Q9NZ08 whole entry, looked up): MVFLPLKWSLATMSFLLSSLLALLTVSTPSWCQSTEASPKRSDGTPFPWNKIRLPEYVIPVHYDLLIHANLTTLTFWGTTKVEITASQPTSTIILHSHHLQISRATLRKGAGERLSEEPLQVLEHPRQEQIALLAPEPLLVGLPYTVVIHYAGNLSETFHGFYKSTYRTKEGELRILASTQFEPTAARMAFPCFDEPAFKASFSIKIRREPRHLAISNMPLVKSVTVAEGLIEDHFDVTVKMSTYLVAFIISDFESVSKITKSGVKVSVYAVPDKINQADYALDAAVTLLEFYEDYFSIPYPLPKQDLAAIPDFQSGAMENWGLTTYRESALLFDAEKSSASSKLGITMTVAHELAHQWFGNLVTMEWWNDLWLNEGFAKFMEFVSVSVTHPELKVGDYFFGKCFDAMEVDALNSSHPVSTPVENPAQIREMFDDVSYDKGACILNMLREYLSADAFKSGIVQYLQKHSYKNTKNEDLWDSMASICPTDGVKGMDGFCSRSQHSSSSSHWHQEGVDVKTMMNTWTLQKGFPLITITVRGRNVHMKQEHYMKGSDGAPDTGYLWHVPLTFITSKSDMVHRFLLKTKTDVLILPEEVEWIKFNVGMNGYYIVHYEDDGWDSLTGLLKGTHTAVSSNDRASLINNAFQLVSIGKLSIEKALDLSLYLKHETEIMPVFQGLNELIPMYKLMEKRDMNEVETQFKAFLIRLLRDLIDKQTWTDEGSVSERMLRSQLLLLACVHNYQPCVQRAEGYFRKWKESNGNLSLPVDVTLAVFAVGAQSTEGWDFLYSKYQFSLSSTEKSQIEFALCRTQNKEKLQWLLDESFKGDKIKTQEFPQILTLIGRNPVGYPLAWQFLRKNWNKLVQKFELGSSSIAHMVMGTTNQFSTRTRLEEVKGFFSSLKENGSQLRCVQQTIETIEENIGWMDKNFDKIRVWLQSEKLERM
Starred values were filed as active, the others as inactive; ? = inconclusive; / = no result given; & = joins results of further samples; [ ] = another dose, or the depositor's remark.

SMILES	F508del corr	SIRT5 inh	CASP6 VEID inh	ERp5 block	DENV2 CPE	miR-122 sensor	ERAP1 inh
C[C@H]1CN([C@@H](C)CO)C(=O)Cc2cc(NS(=O)(=O)c3ccc(F)cc3)ccc2O[C@@H]1CN(C)Cc1ccc2c(c1)OCO2	2.2	/	-2	4	-3	-9[16.7 µM]	1
Cc1noc(C)c1C(=O)N(C)C[C@@H]1OCc2ccccc2-c2c(n(C)c3ccccc23)C(=O)N([C@H](C)CO)C[C@@H]1C	1.2	-9	2	8	-1	/	1
Cc1ccc(Cl)cc1N1C(=O)CC(Sc2ncccn2)C1=O (configuration not stated)	-7.3	-45	0	2	-4	-2	-3
CCS(=O)(=O)N[C@@H]1C=C[C@@H](CC(=O)NCc2ccc(F)cc2)O[C@H]1CO	1.5	/	22	3	-9	-13[16.7 µM]	3
O=C(OCCc1ccccc1)c1cc(O)c(O)c(O)c1	2.9	3	29	-6	-1	-6	3
COc1cccc(NC(=O)c2ccccc2C(F)(F)F)c1	0.3	-1	1	-5	-7	3	/
O=C(NCCc1ccc(Cl)cc1)c1ccc2ccccc2n1	1.7	-3	-4	-1	2	2	1
Cc1cccc(N2CCN(C(=O)CCN3C(=O)C4C5C=CC(C5)C4C3=O)CC2C)c1 (configuration not stated)	-1.0	-3	-4	-4	-10	/	-4
CC(=O)Oc1cccc(N2C(=O)c3ccc(C(=O)Nc4cccnc4)cc3C2=O)c1	-2.4	-1	-2	-1	4	/	-1
Cc1ccc(NC(=O)CSc2nnc(N)s2)c([N+](=O)[O-])c1	1.0	/	-1	4	/	/	1
C[C@@H]1CCCCO[C@H](CN(C)Cc2ccccc2)[C@H](C)CN([C@@H](C)CO)C(=O)c2cc(NC(=O)c3ccncc3)ccc2O1	0.9	2	6	2	-3	-5[16.7 µM]	-1
CCc1noc(C)c1C(=O)N1CCN(S(=O)(=O)c2ccc(Br)cc2Cl)CC1	-0.1	0	2	2	2	/	-1
C=C(C)c1cccc(C(C)(C)NC(=O)Nc2cccnc2)c1	1.4	-2	-5	2	-3	/	1
CSc1ccc(CN2CCC2(C)C(=O)NCc2ccc3c(c2)OCO3)cc1 (configuration not stated)	5.7	/	5	-7	-10	16	2
COc1cccc(C(=O)Nc2ccc3c(c2)C(=O)N(C)[C@H]2CC[C@@H](CC(=O)N[C@H](C)c4ccccc4)O[C@H]2CO3)c1	-2.7	2	0	4	-5	-26[16.7 µM]	-4
Cc1noc(C)c1S(=O)(=O)Nc1ccc2c(c1)CC(=O)N([C@@H](C)CO)C[C@@H](C)[C@@H](CN(C)C(=O)Nc1ccc(C(F)(F)F)cc1)O2	-1.8	4	-2	3	46*	12[16.7 µM]	0
COc1ccc(S(=O)(=O)N(C)C[C@@H]2OCCCC[C@@H](C)Oc3ccc(NS(=O)(=O)c4cccs4)cc3C(=O)N([C@@H](C)CO)C[C@@H]2C)cc1	2.4	9	1	0	-13	8[16.7 µM]	0
Cc1ccc(-c2noc(-c3cccs3)n2)cc1	-1.7	-1	2	0	-2	4	2
O=C(Nc1cc(F)ccc1F)N[C@H]1CC[C@H](CCn2cc(C3CCCCC3)nn2)O[C@@H]1CO	5.6	2	1	-3	-2	/	1
CCCCCc1c(-c2ccc(F)cc2F)ncn1CCc1ccccc1OC	1.9	/	-1	-2	10	/	-1
O=C(c1ccc2ccccc2c1)C1CCCN(C(=O)c2noc3c2CCCC3)C1 (configuration not stated)	0.5	13	4	1	-5	-2	-1
CCOC(=O)C1=C(C)NC(=O)NC1c1ccc(OCC(=O)Nc2ccccc2)c(OC)c1 (configuration not stated)	0.5	-2	1	3	-6	-1	-1
Cc1ccc(-n2cc(CNCC3CC(=O)N(C4CC4)C3)c(-c3cccc(C)c3)n2)cc1 (configuration not stated)	4.9	-2	3	4	2	-14	1
Cc1nnc(Sc2nc3c(c(=O)[nH]c(=O)n3C)n2Cc2ccccc2)s1	3.3	3	3	-1	-2	0	-1
O=S(=O)(c1ccccc1F)N1CC[C@@H]2[C@@H](CO)Nc3ccc(C4=CCCCC4)cc3[C@@H]21	2.1	2	0	1	-12	36[16.7 µM]	1
N#C[C@H]1[C@@H](c2ccccc2-c2cccc(F)c2)[C@@H](CO)N1C(=O)c1cccnc1	3.9	1	0	1	11	/	4
CCC(=O)Nc1ccc2c(c1)C(=O)N(C)C[C@H](OC)[C@@H](C)CN(C(=O)Cc1ccccn1)[C@H](C)CO2	-0.7	-3	-1	-3	5	/	2
COc1ccc(NC(=O)OC[C@@H]2CSCCS(=O)(=O)N2)cc1	0.2	0	-4	1	-5	/	-7
CCc1cnc(N2[C@H](C#N)[C@H](c3ccc(C#CC(C)C)cc3)[C@@H]2CO)s1	1.1	1	-2	-1	14	/	-4
O=C(C[N+]1(CC#Cc2ccccc2)CCOCC1)c1ccccc1	-0.1	-3	-1	2	10	/	10
CCCNC(=O)[C@H]1[C@H](CO)[C@H]2Cn3c(ccc(-c4cccc(OC)c4)c3=O)[C@H]2N1C	-0.8	0	-1	18	6	/	0
Cc1ccc(-c2nc(C(=O)NCCCN(C)C)cc3c2[nH]c2ccccc23)cc1	7.9	-10	-8	-6	14	2	0
Cc1cccc(C)c1NC(=O)C(c1ccccc1)N1CCN(C/C=C/c2ccccc2)CC1 (configuration not stated)	-2.9	-4	-3	5	-11	-10	0
N#C/C(=C(/O)COc1ccccc1)c1nnc2n1CCCCC2	1.8	1	1	0	-5	/	-3
COc1ccc(C2C3=C(CCCC3=O)Nc3nc(SCc4ccc(C(=O)O)cc4)nn32)cc1OC (configuration not stated)	-0.2	4	2	6	-10	2	8
Cn1cnnc1SCC(=O)Nc1c(F)cc(F)cc1Br	/	-4	1	6	/	-4	-1
CC1(C)CC(Cc2ccc(C(=O)c3ccccc3)cc2)N(C(=O)OC(C)(C)C)N1 (configuration not stated)	1.4	5	2	0	14	1	-10
CC(C)(C)c1ccccc1OCCOCCNCc1ccccc1	/	2	3	-16	-1	-12	10
CN(C)c1ccc2nsnc2c1[N+](=O)[O-]	-2.6	1	-4	7	-3	5	/
C/C(=N\NC(=O)Cc1c(F)cccc1Cl)c1cccnc1	2.4	0	-6	3	9	-5	-1
C[C@H]1CN([C@@H](C)CO)C(=O)c2cc(/C=C/c3ccccc3)cnc2O[C@@H]1CN(C)S(=O)(=O)c1cccs1	-3.9	-2	-4	8	7	/	0
Cc1ccc(NC(=O)c2cc(S(=O)(=O)NCCC3=CCCCC3)ccc2F)cc1	0.2	-1	2	2	/	33	-1
COc1ccc(S(=O)(=O)NCCc2ccncc2)cc1	-3.1	-2	-8	-1	6	78	/
O=C(O)/C=C/C(=O)Nc1nc(-c2ccc3ccccc3c2)cs1	-2.7	-1	10	-1	1	/	-4
Cc1ccnc(NC(=O)Cc2ccc(-c3ccccc3)cc2)c1	-3.3	-4	0	6	-3	/	0
O=C(CCN1C(=O)c2ccccc2C1=O)NCc1ccccc1	-0.3	-4	-2	3	-6	-2	-5
Cc1noc(C)c1NC(=O)Nc1ccc2c(c1)C(=O)N([C@H](C)CO)C[C@@H](C)[C@H](CN(C)Cc1ccc3c(c1)OCO3)OCCCC[C@@H](C)O2	-0.8	/	/	/	-1	1[16.7 µM]	/
Cc1noc(C)c1S(=O)(=O)Nc1ccc2c(c1)C(=O)N([C@@H](C)CO)C[C@H](C)[C@@H](CN(C)CC1CC1)OCCCC[C@@H](C)O2	-0.1	0	-1	1	-9	/	-1
COC(=O)c1cccc(NC(=O)c2ccc[n+]([O-])c2)c1	4.4	2	1	-1	10	4	-1
Fc1cccc(C2NC(=S)NC3=C2N2CCC3CC2)c1 (configuration not stated)	/	21*	1	3	/	2	-2
Other structures follow.
SMILES	F508del corr	SIRT5 inh	CASP6 VEID inh	ERp5 block	DENV2 CPE	miR-122 sensor	ERAP1 inh
CCOc1ccc(OCCC(=O)N(CC)CC(=O)Nc2ccccc2C(F)(F)F)cc1	1.7	2	-4	6	1	-6	-1
COc1cc(Cl)cc(C=O)c1OCC(=O)O	/	-5	-4	-1	-2	-1	-2
COc1ccc(-c2ccc(C3[C@@H]4CN(C(=O)Nc5ccccc5F)C[C@H]3N4)cc2)cc1 (some centres not stated)	-1.4	2	-1	-3	3	/	1
COc1ccccc1-c1nnc(NC(=O)c2ccc(S(=O)(=O)N3CCCC3)cc2)o1	-2.1	-3	2	2	3	1	0
CN(C)c1ccc(C(CNC(=O)COc2ccc(Cl)cc2)N2CCCC2)cc1 (configuration not stated)	3.3	2	-4	6	-2	/	3
COc1ccc([C@H]2CC(=O)C[C@@H](CCn3cc(-c4ccc(F)cc4)nn3)O2)cc1	-1.3	/	-2	-2	?	/	/
O=C(C1CC1)N1CCCCN2[C@@H](CO)[C@H](c3ccc(C#CC4CC4)cc3)[C@@H]2C1	0.7	-1	-1	2	5	9[16.7 µM]	-1
C[C@@H]1CCCCO[C@H](CN(C)C(=O)c2ccncc2)[C@@H](C)CN([C@@H](C)CO)C(=O)c2cc(NC(=O)C3CCCCC3)ccc2O1	-2.4	-4	1	2	-7	1[16.7 µM]	3
CC1Cc2ccccc2N1C(=O)CSc1nn2c(=O)c(C(C)(C)C)nnc2s1 (configuration not stated)	0.0	-4	3	-2	/	/	-4
COc1ccc(C(C)(C)C)cc1NC(=O)COC(=O)c1nc2nccc(C)n2n1	1.0	-8	-1	-13	9	/	1
COc1ccccc1N1CCN(C(=O)c2nn(C)c3c2CS(=O)(=O)c2ccccc2-3)CC1	4.7	0	0	7	0	-2	1
CCOc1ccc(/C(O)=C2/C(=O)C(=O)N(CC3CCCO3)C2c2cccs2)cc1 (configuration not stated)	/	/	1	1	-10	/	-3
COc1ccc(-c2ccc(SCC(=O)NC3CCCCC3)nn2)cc1OC	1.9	1	-1	-3	-2	/	1
Cc1c(C(=O)N/N=C/C(C)C)[nH]c2c([N+](=O)[O-])cccc12	/	-9	-1	0	3	/	-1
CCC(=O)c1ccccc1OCCN1CCN(CC)CC1	0.0	-2	-9	-2	/	/	2
C[C@H](CO)N1C[C@H](C)[C@@H](CN(C)C(=O)c2ccncc2)OCc2cn(nn2)CCCC1=O	-3.4&1.4&0.4	-3&-3&2	0&-1&3	6&-2&2	3&2&-4	-3&6[16.7 µM]	2&-2&-3
CC(C)OCCCn1c(SCC(=O)N2CCc3ccccc32)nc2ccccc2c1=O	/	21*	-1	-2	-14	/	2
COc1ccc(NC(=O)CN(C)C(=O)c2cc(-c3ccncc3)nc3ccccc23)cc1	1.1	-1	-147	-4	8	7	-2
O=C(CCN1CCN(C/C=C/c2ccccc2)CC1)Nc1ccccc1F	/	-6	-5	-3	1	/	-3
Cc1ccc(NNC(=O)c2cc(C(C)(C)C)nn2Cc2ccccc2)cc1	0.5	-3	2	-5	7	0	-1
CN1C(=O)CC(c2ccccc2)C1=O (configuration not stated)	0.8	4	1	0	?	0	-3
COc1ccc(Nc2ncccc2C(=O)NCc2ccccc2)cc1	-0.9	-1	-3	-1	/	-2	-1
CCOc1ccc(CN(C)C(=O)c2cccnc2SC)cc1OC	2.7	-2	-6	-5	13	8	1
O=[N+]([O-])c1cccc(NC(=S)Nc2nc(-c3ccc(Cl)cc3Cl)cs2)c1	1.6	-5	2	-1	?	/	2
CC(C)CC(=O)N1CCN(Cc2ccc3ccccc3c2)CC1	-0.7	-2	-57	-3	6	-7	1
CC(C)CNC(=O)c1c(F)c(F)c(F)c(F)c1F	0.8	1	1	1	-5	0	-1

4 records drawn at random from those above:
SMILES	F508del corr	SIRT5 inh	CASP6 VEID inh	ERp5 block	DENV2 CPE	miR-122 sensor	ERAP1 inh
O=[N+]([O-])c1cccc(NC(=S)Nc2nc(-c3ccc(Cl)cc3Cl)cs2)c1	1.6	-5	2	-1	?	/	2
CC(C)CNC(=O)c1c(F)c(F)c(F)c(F)c1F	0.8	1	1	1	-5	0	-1
CCOc1ccc(CN(C)C(=O)c2cccnc2SC)cc1OC	2.7	-2	-6	-5	13	8	1
CC(C)CC(=O)N1CCN(Cc2ccc3ccccc3c2)CC1	-0.7	-2	-57	-3	6	-7	1
